# Source: PubChem (Southern Research Specialized Biocontainment Screening Center)
# SV40 large T antigen: SV40 large T antigen inhibitors, biochemical (AID 1903) | 310,000 compounds, 0.39% hits | inhibition, % at 20 µM, or IC50 in µM where a hit was titrated | SV40 large T antigen ATPase/helicase inhibition assay; higher % means a stronger effect; in the data active means a potency from the dose series; inconclusive means inhibition mostly from about 32% at the one dose, without a potency; inactive means the rest, 99 in 100 with inhibition below about 32%; further: strong numbers were not always called active
# MgcRacGAP inhibition: MgcRacGAP GTPase-activating activity inhibitors, confirmation, biochemical, ADP Hunter fluorescence | Rac GTPase-activating protein 1 (Homo sapiens) | MgcRacGAP-stimulated Rac1 GTP hydrolysis, ADP Hunter fluorescence; higher % means a stronger effect; GST-tagged Rac1 F28L mutant substrate | inhibition, % at 30 µM; hits with a dose series show IC50 in µM | 340,000 compounds, 0.6% hits | AID 624330, 2012;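 active means first-screen hits whose inhibition reached a set limit at any dose in the follow-up dose series; inconclusive means inhibition above the set first-screen limit but never retested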;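 further: fluorescence reports GDP produced by GAP-driven GTP hydrolysis; strong numbers were not always called active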
# The depositor's hits bear a star; ? = inconclusive.
SMILES,SV40 large T antigen,MgcRacGAP inhibition
COc1ccc(-c2cc(C(=O)N3CCCCC3)c3ccccc3n2)cc1,16%,1%
Cc1ccccc1NC(=O)C(C)OC(=O)CNS(=O)(=O)c1ccc(C#N)cc1 (centres undefined),19%,5%
COCCN(C(=O)CSc1ncn[nH]1)c1c(N)n(Cc2ccccc2)c(=O)[nH]c1=O,7%,2%
Cc1csc(N2CCCC2c2nc3cc(C(F)(F)F)ccc3n2CCOCCO)n1 (centres undefined),9%,4%
Cc1cccc(-n2c(SCC(=O)NCc3ccco3)nnc2-c2ccco2)c1,13%,3%
CC(NC(=O)c1cccs1)c1ccc(Br)cc1 (centres undefined),7%,9%
Cc1ccnc(NC(=O)CNC(=O)c2cccs2)c1,8%,0%
COc1c(O)cccc1[C@@H](O)C1CCN(CCc2ccc(F)cc2)CC1,22%,10%
OCC[C@H]1C[C@H](O)[C@@H](O)[C@]2(CCCCO2)O1,21%,-8%
CC[C@@H]1Cc2cc(O)ccc2C2=C1c1ccc(O)cc1C[C@H]2CC,24%,17%
Cc1cccc(NC(=O)c2ccccc2C(=O)Nc2cccc(C)c2)c1,13%,10%
CC(OC(=O)CCN=C1NS(=O)(=O)c2ccccc21)C(=O)Nc1ccccc1F (centres undefined),10%,7%
CC(OC(=O)/C=C/c1ccccc1Cl)C(=O)NC1CCCCC1C (centres undefined),-1%,-3%
CCOc1ccc(NS(=O)(=O)c2ccc(C(=O)NCc3ccccn3)cc2)cc1,11%,4%
CC(=O)Nc1cccc(NC(=O)CSc2nc3c(=O)n(C)c(=O)n(C)c3n2C)c1,11%,3%
CCCOc1ccc(C(=O)NNC(=O)CCNC(=O)c2ccco2)cc1OC,15%,-2%
O=C(COc1coc(CN2CCN(c3ccccc3F)CC2)cc1=O)NC1CCCCC1,16%,2%
COc1ccc(Cc2nnc(SCC(=O)Nc3ccccc3)[nH]c2=O)cc1,6%,-1%
C#CCOCCOCCOCCNc1nc(N2CCN(C(=O)CCCCCCCCCCNC(=O)Cn3cc(CCCCCN)nn3)CC2)nc(N2CCN(C(=O)CCCCCCCCCCNC(=O)[C@H]([C@@H](C)CC)n3cc(CCCCN=C(N)N)nn3)CC2)n1,32%,?
CC1Cc2ccccc2N1C(=O)COC(=O)c1ccccc1NCCO (centres undefined),5%,-2%
CC(C)CN(C(=O)c1cc(Cl)nc2ccccc12)c1c(N)n(Cc2ccccc2)c(=O)[nH]c1=O,21%,1%
Cc1ccc(-n2nnnc2CNC(=O)c2ccc([N+](=O)[O-])o2)cc1C,9%,4%
Cc1ccc(S(=O)(=O)NCCC(=O)N2CCCCCCC2)cc1C,10%,2%
O=C(COC(=O)C1CCC1)NCc1ccc(Cl)cc1Cl,13%,5%
CSc1ccc(CN(C)C(=O)CCNS(=O)(=O)c2ccc(C)c(C)c2)cc1,9%,5%

# New compounds follow
SMILES,SV40 large T antigen,MgcRacGAP inhibition
Cc1ccc(C(=O)c2c3ccc(C(F)(F)F)cc3[n+]([O-])n2CCCC(N)=O)cc1,4%,-3%
CCOC(=O)CNC(=O)N1CCCC(Cc2ccccc2)(C(=O)OCC)C1 (centres undefined),3%,4%
CCN(CC(=O)NCc1cccs1)C(=O)c1ccc(NS(=O)(=O)c2ccc(F)cc2)cc1,15%,1%
Cc1ccc(C(=O)N2CCN(S(=O)(=O)c3ccccc3)CC2)s1,5%,4%
Cc1nnc(SCC(=O)N(C)c2ccccc2)n1-n1cccc1,3%,5%
C=CC[N+](C)(C)c1ccc(CCC(=O)CCc2ccc([N+](C)(C)CC=C)cc2)cc1,21%,14%
COc1ccc(S(=O)(=O)NC2CC(=O)N(c3ccc(C)c(C)c3)C2)cc1C (centres undefined),25%,0%
Cc1ccc(SCC(=O)N(C)CC(=O)Nc2cccc(F)c2)c(C)c1,7%,4%
CC1(C)CC2CC(C)(CN2S(=O)(=O)c2cccc(C(=O)OCC(N)=O)c2)C1 (centres undefined),28%,0%
COc1ccc(OC)c(S(=O)(=O)Nc2cccc(O)c2)c1,15%,11%
CC(C)CN1C(=O)C(=O)N(CC(=O)c2ccc[nH]2)C1=O,8%,-7%
C=CCNC(=S)N/N=C/c1ccc(OCc2ccccc2)cc1,10%,12%
O=C(c1cc(Br)ccc1Cl)N1CCN(c2ccc(N3CCOCC3)nn2)CC1,13%,3%
COc1ccc(CN2[C@@H](CC(C)=O)c3ccc(/C=C/C(C)=O)cc3S2(=O)=O)cc1,61%,10%
CC(C)c1nc2oc3c(NCc4ccccn4)ncnc3c2c2c1COC(C)(C)C2,14%,2%
C=CCOc1ccc(/C=C/C(=O)OCC(=O)Nc2c(C)n(C)n(-c3ccccc3)c2=O)cc1,13%,3%
Cc1ccc(OCC(=O)NCCS(=O)(=O)N2CCN(c3ccccc3)CC2)cc1,11%,2%
CCN1C(=O)N[C@@H](c2cccc(F)c2)C(C(=O)OC)=C1C,12%,9%
O=C(CN1C(=O)NC2(CCCC2)C1=O)OCCOc1ccc(Cl)cc1,12%,0%
NCCNC(=O)c1ncsc1-c1cccc(F)c1,17%,-4%
Cc1ccc(N2CC(C(=O)NCc3n[nH]c(=O)c4ccccc34)CC2=O)cc1 (centres undefined),10%,5%
CCC1(c2ccc(F)cc2)NC(=O)N(CC(=O)N(C)C2CCS(=O)(=O)C2)C1=O (centres undefined),9%,5%
COc1ccc(NC(=O)CN(C)C(=O)c2cccnc2Sc2ccc(C)c(C)c2)cc1,10%,7%
COc1ccc(CN2CC[C@H]3C=CC[C@@H](C(=O)N4CCOCC4)[C@H]3C2=O)cc1OC,5%,3%
COc1ccc(/C=C/C(=O)NNC(=O)c2cc(C)oc2C)cc1,11%,4%

# An excerpt from above in order of the MgcRacGAP inhibition value, high to low:
SMILES,SV40 large T antigen,MgcRacGAP inhibition
CSc1ccc(CN(C)C(=O)CCNS(=O)(=O)c2ccc(C)c(C)c2)cc1,9%,5%
CCOC(=O)CNC(=O)N1CCCC(Cc2ccccc2)(C(=O)OCC)C1 (centres undefined),3%,4%
Cc1ccc(OCC(=O)NCCS(=O)(=O)N2CCN(c3ccccc3)CC2)cc1,11%,2%
COc1ccc(-c2cc(C(=O)N3CCCCC3)c3ccccc3n2)cc1,16%,1%

# Returning to the listing; the two compounds before the break are reprinted first.
SMILES,SV40 large T antigen,MgcRacGAP inhibition
COc1ccc(CN2CC[C@H]3C=CC[C@@H](C(=O)N4CCOCC4)[C@H]3C2=O)cc1OC,5%,3%
COc1ccc(/C=C/C(=O)NNC(=O)c2cc(C)oc2C)cc1,11%,4%
N#Cc1ncccc1CCc1cccc(Cl)c1,4%,5%
CCOc1ccc(NS(=O)(=O)c2ccc(C(=O)NCCN3CCOCC3)cc2)cc1,27%,-2%
CCOC(=O)[C@H]1[C@H]2COc3ccc(Br)cc3[C@@H]2N2C(=O)c3cc(OC)c(OC)cc3NC(=O)[C@@]12C,-2%,3%
CCOC(=O)c1ccccc1NC(=O)COC(=O)C1CCCC1,10%,6%
CN(CC(=O)Nc1cccc(S(=O)(=O)N2CCOCC2)c1)CC(=O)Nc1ccc(Cl)c(C(F)(F)F)c1,19%,7%
CCN1CCN(c2ccc(S(=O)(=O)N3CCCCC3)cc2NC(=O)c2cc3ccccc3o2)CC1,6%,8%
Cc1ccc(S(=O)(=O)N2CCCCC2CCNC(=O)C(=O)NCc2ccccc2)cc1 (centres undefined),8%,1%
COc1cccc(C2=CC(=O)CC(c3ccco3)C2)c1 (centres undefined),13%,6%
Cc1cc(Cn2nc(C(=O)NCc3cccc(Br)c3)cc2-c2ccccc2)on1,19%,4%
N#CCCN(C(=O)COC(=O)C1=COCCO1)c1ccc(F)cc1,5%,5%
COc1ccc(NC(=O)CN(C)C(=O)c2ccccc2SCC(=O)N2CCCC2)cc1,10%,5%
Cc1cccc(C(=O)OCC(=O)NC(=O)c2ccccc2)c1O,10%,2%
COc1ccc(-n2c(=O)c(CCC(=O)N(C)Cc3cccs3)nc3ccccc32)cc1,1%,5%
Oc1ccc(C[C@H]2CNCCN2CCCCC2CCCCC2)cc1,5%,-7%
CN(CC(=O)Nc1ccc(Cl)c(C(F)(F)F)c1)C(=O)c1cc(=O)[nH]c2ccccc12,10%,13%
O=C(COC(=O)c1ncc(Cl)c(Cl)c1Cl)NC(=O)c1ccccc1,5%,1%
CC(Oc1ccccc1F)C(=O)NNC(=O)CCS(=O)(=O)c1ccccc1Cl (centres undefined),4%,7%
CC(OC(=O)c1ccccc1C(=O)N(C)c1ccccc1)C(=O)Nc1ccccc1[N+](=O)[O-] (centres undefined),24%,14%
CC(C)CN(C(=O)COC(=O)c1cnc(Cl)c(Cl)c1)c1c(N)n(Cc2ccccc2)c(=O)[nH]c1=O,7%,7%
COc1ccccc1C(=O)NC(=O)CSc1nncn1C(C)C,6%,7%
COc1ccc(C)c2sc(N(CCN(C)C)C(=O)c3cccc(N4C(=O)CCC4=O)c3)nc12,23%,10%
CC(C(O)c1cc(=O)c(OCc2ccccc2)co1)[N+](=O)[O-] (centres undefined),11%,9%
O=C(OCc1ccccc1F)c1cc([N+](=O)[O-])ccc1N1CCOCC1,9%,8%
O=C(Cc1ccc(Cl)cc1)N1CCc2ccccc2C1,12%,4%
CCOc1ccccc1N1CC(C(=O)Nc2ccccc2N2CCCC2)CC1=O (centres undefined),16%,2%

# More results
SMILES,SV40 large T antigen,MgcRacGAP inhibition
Cc1ccccc1NS(=O)(=O)c1ccc(C(=O)NCC(c2ccco2)N(C)C)cc1 (centres undefined),14%,5%
CS(=O)(=O)c1ccc(Cl)c(NC(=O)c2cc(=O)[nH]c3ccc(S(=O)(=O)N4CCOCC4)cc23)c1,14%,4%
CSc1nc(SCC(=O)NCc2ccco2)c2c3c(sc2n1)CN(C)CC3,23%,11%
COc1ccc(C(=O)NCCS(=O)(=O)N2CCOCC2)cc1,2%,6%
CN(CC(=O)Nc1ccc(F)cc1)C(=O)COC(=O)CNC(=O)c1sc2ccccc2c1Cl,10%,11%
O=C(O)C(Cc1ccccc1)N1C(=O)c2c(Cl)c(Cl)c(Cl)c(Cl)c2C1=O (centres undefined),14%,7%
O=C(O)c1ccccc1Nc1cccc(OCc2ccc3ccccc3n2)c1,17%,13%
CN(CC(=O)Nc1ccccc1Cl)C(=O)CSc1nncs1,14%,0%
COc1cccc(CC(=O)OCC(=O)NC(=O)c2ccc(OC(F)F)cc2)c1,9%,6%
CCCCCN1C(=O)/C(=C/c2c(N3CCc4ccccc4C3)nc3ccccn3c2=O)SC1=S,12%,15%
Cc1cccc(NC(=O)COc2coc(CN3CCN(c4ccccc4)CC3)cc2=O)c1,14%,7%
Cc1ccc(CNC(=O)c2ccc(C)s2)cc1,9%,7%
COc1ccc(CCNC(=O)c2sc3nc4n(c(=O)c3c2C)CCC4)cc1,8%,-8%
COC(=O)c1ccc(NS(=O)(=O)c2cc3c4c(c2)C(C)C(=O)N4CCC3)cc1 (centres undefined),6%,1%
Cc1ccc2sc(N(CCCN(C)C)C(=O)c3ccc(S(=O)(=O)N4CCc5ccccc5C4)cc3)nc2c1C,0%,9%
O=C(COC(=O)c1ccc(O)cc1)Nc1ccc2[nH]c(=O)[nH]c2c1,8%,4%
Cc1c(Cl)cccc1NC(=O)C1=COCCO1,19%,9%
COCCN1CCN(c2c(C)c(C)nc3cc(-c4cccc(OC)c4)nn23)CC1,8%,9%
CCCCN(C(=O)C1CC(=O)N(CCc2ccc(OC)c(OC)c2)C1)c1c(N)n(CCCC)c(=O)[nH]c1=O (centres undefined),15%,-4%
CC(C)CN(C(=O)COC(=O)CNC(=O)c1sc2ccccc2c1Cl)C1CCS(=O)(=O)C1 (centres undefined),6%,2%
O=C1c2ccccc2S(=O)(=O)c2cc(C(=O)N3CCC(O)CC3)ccc21,1%,4%
COc1ccc(Cl)cc1NC(=O)CN(C)C(=O)c1n[nH]c2ccccc12,6%,6%
Cc1csc(NC(C)c2nc3cc(C(F)(F)F)ccc3n2CCOCCO)n1 (centres undefined),12%,11%
Cc1ccc(C)c(NC(=O)CN(C)C(=O)c2cc([N+](=O)[O-])ccc2N2CCOCC2)c1,11%,5%
CCOC(=O)c1ccc(Nc2cc3ccccc3c(=O)[nH]2)cc1,5%,4%
Cc1ccc(C2=CC(c3ccccc3)n3ncnc3N2)c(C)c1 (centres undefined),-16%,5%
C#CCOCCOCCOCCNc1nc(N2CCN(C(=O)CCCCCCCCCCNC(=O)[C@H](CO)n3cc(CCCSC)nn3)CC2)nc(N2CCN(C(=O)CCCCCCCCCCNC(=O)[C@H](CCCN=C(N)N)n3cc(C[C@@H](C)CC)nn3)CC2)n1,20%,13%
CCN(CC)CCn1c2c(c(SCC(=O)Nc3cc(C)ccc3C)nc1=O)CCC2,25%,7%
Cn1nc(Cc2cccc3ccccc23)c(C#N)c1N,5%,5%
CC(Oc1ccccc1)C(=O)N1CCN(c2ccc(N3CCCCC3)nn2)CC1 (centres undefined),16%,4%

# Six entries drawn at random from those above, as already listed:
SMILES,SV40 large T antigen,MgcRacGAP inhibition
CN(CC(=O)Nc1ccc(F)cc1)C(=O)COC(=O)CNC(=O)c1sc2ccccc2c1Cl,10%,11%
Cc1ccc(C)c(NC(=O)CN(C)C(=O)c2cc([N+](=O)[O-])ccc2N2CCOCC2)c1,11%,5%
Cc1ccccc1NS(=O)(=O)c1ccc(C(=O)NCC(c2ccco2)N(C)C)cc1 (centres undefined),14%,5%
O=C(O)c1ccccc1Nc1cccc(OCc2ccc3ccccc3n2)c1,17%,13%
CC(C)CN(C(=O)COC(=O)CNC(=O)c1sc2ccccc2c1Cl)C1CCS(=O)(=O)C1 (centres undefined),6%,2%
COc1cccc(CC(=O)OCC(=O)NC(=O)c2ccc(OC(F)F)cc2)c1,9%,6%

# A portion of the library (hit frequency here may not be typical).
